# MEX-5 binding: C. elegans MEX-5 TCR-2 RNA binding activity. activity score (negative = inhibition of binding), % at 10 µM. Q9XUB2. 300,000 compounds, 0.38% hits. AID 1832. MEX-5/FITC-TCR2 RNA binding, fluorescence polarization; active compounds read low;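 active = inhibition past about -25% in most replicates, and total fluorescence under double the plate's negative control median, limit read from the data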;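 note: 0% = DMSO and -100% = 5 µM competing unlabeled TCR2 RNA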
# GLD-1 RNA inh: GLD-1-TGE RNA interaction inhibition (C. elegans) | Q17339 | purified GLD-1 + fluorescein TGE RNA, fluorescence polarization | inhibition, % at 5.96 µM | 320,000 compounds, 0.44% hits | AID 2280;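 active = percent inhibition above a per-plate cutoff, the plate mean of test compounds plus 3 SD, cut at about 30% in these data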;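 note: 0% = DMSO wells with GLD-1 and probe and 100% = wells lacking GLD-1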
# Efflux pump mplx: blocks antifungal efflux pumps in multiplex yeast assay; 330,000 compounds, 0.44% hits; inhibition, % at 10 µM; AID 485275; S. cerevisiae Candida pump triplex, Nile Red efflux;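 active = plate passing quality check with inhibition over a set limit, or well fluorescence over plate mean plus 4 SD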;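 note: Nile Red retained in pooled yeast measured as flow cytometry median fluorescence; 0% = buffer negative control and 100% = Enniatin B positive control; higher means more Nile Red kept so more efflux inhibition; some compounds called inactive have numbers as strong as hits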
# VLA-4 inh: inhibition in a human VLA-4 binding assay; P13612; VLA-4 expressing cells, ligand binding flow cytometry; inhibition, % (about 7 µM as worked out from the volumes in the protocol); 330,000 compounds, 0.2% hits; AID 2557; in the data active = inhibition above about 50%
# Fam108B counter: Fam108B inhibition, counter-screen for RBBP9 inhibitors | 300,000 compounds, 0.33% hits | recombinant Fam108B, FP-Rh probe fluorescence polarization | inhibition, % at 9.51 µM;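 active = inhibition above the screen mean inhibition plus 3 SD, computed separately per campaign, cut at about 18% in these data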;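 note: inhibitors lower polarization as less probe binds the enzyme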
# Bcl-xL primary: inhibitors of human Bcl-xL | 320,000 compounds, 0.7% hits | GST-Bcl-xL / FITC-Bim BH3 peptide fluorescence polarization | inhibition, % at 10.9 µM | Q07817 | AID 2129;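 active = inhibition above the mean of all tested compounds plus 3 SD, cutoff set per campaign, cut at about 30% in these data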;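 note: 0% = DMSO wells and 100% = unlabeled Bim-BH3 peptide competitor; inhibitors lower millipolarization by displacing the labeled peptide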
# GRK2 aptamer HTS: human GRK2 inhibition via aptamer displacement | inhibition of aptamer binding, % at 10 µM | 330,000 compounds, 0.59% hits | P25098 | bead flow cytometry, FAM-aptamer displacement from GRK2;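 active = inhibition of aptamer binding above 40%, roughly 3 SD of noise, on plates passing a quality check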;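 note: median bead fluorescence of bound FAM aptamer so fluorescent compounds give negative values; no value below 0 was filed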
# Target sequence (P25098 whole entry, looked up): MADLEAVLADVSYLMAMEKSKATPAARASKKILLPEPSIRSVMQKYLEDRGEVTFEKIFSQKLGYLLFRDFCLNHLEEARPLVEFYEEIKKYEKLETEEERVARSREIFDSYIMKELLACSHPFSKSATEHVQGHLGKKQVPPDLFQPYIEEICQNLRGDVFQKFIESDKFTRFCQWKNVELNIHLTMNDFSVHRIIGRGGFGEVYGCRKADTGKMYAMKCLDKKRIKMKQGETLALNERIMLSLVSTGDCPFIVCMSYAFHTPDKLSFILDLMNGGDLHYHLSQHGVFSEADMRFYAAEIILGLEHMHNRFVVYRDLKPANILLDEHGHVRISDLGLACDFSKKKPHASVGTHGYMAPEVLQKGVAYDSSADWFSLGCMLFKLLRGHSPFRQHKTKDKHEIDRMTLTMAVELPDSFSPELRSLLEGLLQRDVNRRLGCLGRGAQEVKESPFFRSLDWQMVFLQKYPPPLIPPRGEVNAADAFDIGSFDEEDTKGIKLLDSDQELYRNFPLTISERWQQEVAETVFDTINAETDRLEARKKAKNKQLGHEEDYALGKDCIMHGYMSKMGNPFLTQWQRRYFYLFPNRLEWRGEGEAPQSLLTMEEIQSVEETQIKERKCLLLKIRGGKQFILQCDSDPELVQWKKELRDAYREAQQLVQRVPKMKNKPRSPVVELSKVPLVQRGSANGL
# MCL1 BIM primary: inhibitors of human MCL1 binding to BIM-BH3 peptide. GST-MCL1 / FITC-Bim-BH3 fluorescence polarization. 320,000 compounds, 0.68% hits. inhibition, % at 10.9 µM. AID 2057;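 active = inhibition above the mean inhibition of all tested compounds plus 3 SD, set per campaign, cut at about 40% in these data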;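 note: 0% = DMSO wells and 100% = unlabeled Bim-BH3 peptide control; higher means more loss of mP so more displacement of Bim peptide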
# PME-1 inh: blocks human protein phosphatase methylesterase 1; 320,000 compounds, 0.53% hits; inhibition, % at 5.9 µM; recombinant PME-1, FP-Rh probe fluorescence polarization;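 active = inhibition above the campaign mean of all compounds plus 3 SD, cut at about 26% in these data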;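 note: competitive labeling of PME-1 active site by serine hydrolase directed probe; 0% = PME-1 with DMSO and 100% = wells lacking PME-1 enzyme; inhibitors block probe labeling so polarization falls and inhibition rises; many of its hits are not listed in these tables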
# * = called active by the depositor; / = no result given. This is a subset; the hit share may differ from the screen's.
# Letter code – A = MEX-5 binding; B = GLD-1 RNA inh; C = Efflux pump mplx; D = VLA-4 inh; E = Fam108B counter; F = Bcl-xL primary; G = GRK2 aptamer HTS; H = MCL1 BIM primary; I = PME-1 inh
1: CCCCNC(=S)Nc1ccc(Oc2ccccc2)cc1
  A: -1.8 | B: -2 | C: 0.2 | D: 6 | E: -2 | F: 2 | G: 1 | H: 4 | I: 1

2: COc1cccc(N2CCN(C(=O)CCc3nnc4ccc(N5CCOCC5)nn34)CC2)c1
  A: 2.1 | B: 1 | C: -0.1 | D: -4 | E: 0 | F: 0 | G: 0 | H: 3 | I: -5

3: O=C(c1nn2c(C(F)(F)F)cc(-c3cccs3)nc2c1Cl)N1CCCc2ccccc21
  A: 2.1 | B: 9 | C: 0.1 | D: 22 | E: -11 | F: 3 | G: 1 | H: 2 | I: 1

4: CC(C)(C)NC(=S)Nc1cccc(C(F)(F)F)c1
  A: 1.4 | B: 1 | C: 0.1 | D: 19 | E: -2 | F: 4 | G: 0 | H: 3 | I: -1

5: CCOC(=O)C1=C(C)OC(N)=C(C#N)C1c1ccc(OC)c(C)c1OC (stereo not drawn)
  A: -3.3 | B: 5 | C: 0.0 | D: 10 | E: -6 | F: 8 | G: 0 | H: 7 | I: 1

6: N#Cc1c(NC(=O)COC(=O)c2ccc(S(=O)(=O)N3CCCC3)cc2)sc2c1CCCCC2
  A: 1.5 | B: 1 | C: -0.1 | D: 9 | E: -1 | F: -1 | G: 0 | H: -8 | I: 1

7: Cc1ccc(NC(=O)C(=O)Nc2ccccn2)cc1
  A: 1.5 | B: -1 | C: 0.1 | D: 11 | E: -1 | F: 2 | G: 2 | H: 3 | I: 4

8: CCOC(=O)Cc1nnc(NC(=O)c2ccco2)s1
  A: 1.1 | B: 2 | C: 0.1 | D: 8 | E: -1 | F: 6 | G: 0 | H: 11 | I: 5

9: CNCc1c(OCc2ccc(F)cc2)ccc2ccccc12
  A: -0.3 | B: -2 | C: -0.1 | D: 4 | E: 2 | F: 6 | G: 0 | H: 6 | I: 4

10: Cc1ccc(-c2nc(SCC(=O)NCC3CCCO3)c(-c3ccc(C)cc3)[nH]2)cc1 (stereo not drawn)
  A: 1.0 | B: -3 | C: 0.0 | D: 29 | E: 1 | F: 0 | G: 0 | H: 3 | I: 3

# By substructure: those above containing an aryl methoxy group
# Letter code – A = MEX-5 binding; B = GLD-1 RNA inh; C = Efflux pump mplx; D = VLA-4 inh; E = Fam108B counter; F = Bcl-xL primary; G = GRK2 aptamer HTS; H = MCL1 BIM primary; I = PME-1 inh
2: COc1cccc(N2CCN(C(=O)CCc3nnc4ccc(N5CCOCC5)nn34)CC2)c1
  A: 2.1 | B: 1 | C: -0.1 | D: -4 | E: 0 | F: 0 | G: 0 | H: 3 | I: -5

5: CCOC(=O)C1=C(C)OC(N)=C(C#N)C1c1ccc(OC)c(C)c1OC (stereo not drawn)
  A: -3.3 | B: 5 | C: 0.0 | D: 10 | E: -6 | F: 8 | G: 0 | H: 7 | I: 1

# Later entries:
# Letter code – A = MEX-5 binding; B = GLD-1 RNA inh; C = Efflux pump mplx; D = VLA-4 inh; E = Fam108B counter; F = Bcl-xL primary; G = GRK2 aptamer HTS; H = MCL1 BIM primary; I = PME-1 inh
11: CSc1ncccc1C(=O)OCC(=O)NCc1ccc2c(c1)OCO2
  A: -0.2 | B: 9 | C: -0.2 | D: -3 | E: 4 | F: 3 | G: 0 | H: -1 | I: 1

12: Cc1ccc(C(=O)NC(=S)Nn2cnnc2)cc1
  A: -1.1 | B: -1 | C: -0.3 | D: -13 | E: -3 | F: 7 | G: 0 | H: 2 | I: 2

13: C/C(CC(=O)N1CCN(C=O)CC1)=N\NC(=O)c1ccc([N+](=O)[O-])cc1
  A: 0.5 | B: 6 | C: 0.0 | D: 17 | E: -3 | F: 4 | G: 3 | H: 1 | I: -1

14: CCOC(=O)[C@H]1[C@H]2COc3ccc(Cl)cc3[C@@H]2N2C(=O)[C@@H](C)NC(=O)[C@@]12C
  A: / | B: 0 | C: -0.2 | D: 11 | E: / | F: / | G: 4 | H: / | I: /

15: Cc1c(CC(=O)N[C@@H](C)C(=O)O)c(=O)oc2c(C)c3occ(-c4ccccc4)c3cc12
  A: 1.1 | B: / | C: -0.3 | D: 7 | E: / | F: / | G: 0 | H: / | I: /

16: COc1ncccc1C(=O)N1CCCC(N2CCN(c3cccc(Cl)c3)CC2)C1 (stereo not drawn)
  A: 3.4 | B: 4 | C: -0.3 | D: -2 | E: -1 | F: 3 | G: 0 | H: 6 | I: 0

17: O=C(NC(=O)c1ccccc1)Nc1ccccn1
  A: 0.5 | B: 2 | C: -3.2 | D: -8 | E: 5 | F: 2 | G: 8 | H: -1 | I: -2

# Reformatted with bars between the fields: entries from further up.
item | compound | MEX-5 binding | GLD-1 RNA inh | Efflux pump mplx | VLA-4 inh | Fam108B counter | Bcl-xL primary | GRK2 aptamer HTS | MCL1 BIM primary | PME-1 inh
15 | Cc1c(CC(=O)N[C@@H](C)C(=O)O)c(=O)oc2c(C)c3occ(-c4ccccc4)c3cc12 | 1.1 | / | -0.3 | 7 | / | / | 0 | / | /
16 | COc1ncccc1C(=O)N1CCCC(N2CCN(c3cccc(Cl)c3)CC2)C1 (stereo not drawn) | 3.4 | 4 | -0.3 | -2 | -1 | 3 | 0 | 6 | 0

# Some values from the list.
# Bcl-xL primary with Cc1ccc(C(=O)NC(=S)Nn2cnnc2)cc1 stands at 7
# GLD-1 RNA inh with C/C(CC(=O)N1CCN(C=O)CC1)=N\NC(=O)c1ccc([N+](=O)[O-])cc1 stands at 6
# Bcl-xL primary with CSc1ncccc1C(=O)OCC(=O)NCc1ccc2c(c1)OCO2 stands at 3
# GRK2 aptamer HTS with Cc1c(CC(=O)N[C@@H](C)C(=O)O)c(=O)oc2c(C)c3occ(-c4ccccc4)c3cc12 stands at 0
# VLA-4 inh with COc1ncccc1C(=O)N1CCCC(N2CCN(c3cccc(Cl)c3)CC2)C1 (stereo not drawn) stands at -2

# High-throughput results as filed in PubChem.
